Screening data (PubChem)
TDP2 absorb = TDP2 (human) inhibition, absorbance primary screen. recombinant TDP2, T5PNP hydrolysis, p-nitrophenol absorbance 415 nm. inhibition, % at 12.8 µM. 370,000 tested, 0.34% active. AID 720702;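 active = inhibition above the mean of all tested compounds plus 3 SD, set per campaign, cut at about 25% in these data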;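 note: 0% = DMSO with enzyme and 100% = buffer with substrate but no TDP2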
Target sequence (O95551 whole entry, looked up): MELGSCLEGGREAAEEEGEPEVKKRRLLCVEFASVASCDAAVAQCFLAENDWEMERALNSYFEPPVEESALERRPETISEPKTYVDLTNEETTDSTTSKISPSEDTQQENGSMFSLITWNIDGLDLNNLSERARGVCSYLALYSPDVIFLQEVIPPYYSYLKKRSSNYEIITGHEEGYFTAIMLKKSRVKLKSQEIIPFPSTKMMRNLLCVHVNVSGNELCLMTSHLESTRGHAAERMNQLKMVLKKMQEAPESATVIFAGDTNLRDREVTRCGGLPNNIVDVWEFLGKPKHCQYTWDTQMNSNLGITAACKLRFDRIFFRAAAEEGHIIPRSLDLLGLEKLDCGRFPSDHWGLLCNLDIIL
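Test system: Human TDP2 enzyme | Reagent: 5 mM T5PNP | Compound dosing: 12.8 µM single point, 1% DMSO | Incubation: Enzyme reaction with compound for 2 h at 37 °C | Technique: p-Nitrophenol epi absorbance | Read-out: % inhibition relative to enzyme-containing and enzyme-free wells | Benchmarks: High control without enzyme, low control DMSO plus TDP2 | Replicates: Singlicate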
ARFGAP1 inh = inhibitors of rat ARFGAP1 | inhibition, % at 16.5 µM | Arfgap1-stimulated ARF1 GTP hydrolysis, GDP FP detection | Q62848 | 360,000 tested, 0.26% active | AID 651572;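 active = inhibition above a per-plate limit, mean inhibition of low control wells plus 3 SD, cut at about 25% in these data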;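 note: 0% = DMSO wells with enzyme and 100% = wells lacking Arfgap1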
Target sequence (Q62848 1-136 limits assumed): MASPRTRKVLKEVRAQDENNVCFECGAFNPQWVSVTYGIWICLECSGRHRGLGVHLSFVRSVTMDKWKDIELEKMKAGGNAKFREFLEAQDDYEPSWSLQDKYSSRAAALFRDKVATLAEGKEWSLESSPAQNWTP
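Material – truncated rat Arfgap1 GAP domain · Buffer or medium – HEPES-based buffer, pH 7.5 · Reagent – human ARF1(Δ1-17)-GTP substrate · Dosing – 16.5 µM single point, 1.26% DMSO · Schedule – GTP hydrolysis reaction 2 h at 25 °C · Technique – GDP detection by fluorescence polarization · Benchmarks – No-Arfgap1 wells (100%) versus DMSO full-reaction wells (0%) · Repeats – single replicate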
ASAP1 inh = ASAP1 ArfGAP inhibition. Q9ULH1. ASAP1-stimulated ARF1 GTP hydrolysis, GDP FP detection. inhibition, % at 16.5 µM. 360,000 tested, 0.19% active; in the data active = inhibition above about 25%;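 note: 0% = vehicle with enzyme and substrate and 100% = no enzyme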
Target sequence (Q9ULH1 325-724 limits assumed): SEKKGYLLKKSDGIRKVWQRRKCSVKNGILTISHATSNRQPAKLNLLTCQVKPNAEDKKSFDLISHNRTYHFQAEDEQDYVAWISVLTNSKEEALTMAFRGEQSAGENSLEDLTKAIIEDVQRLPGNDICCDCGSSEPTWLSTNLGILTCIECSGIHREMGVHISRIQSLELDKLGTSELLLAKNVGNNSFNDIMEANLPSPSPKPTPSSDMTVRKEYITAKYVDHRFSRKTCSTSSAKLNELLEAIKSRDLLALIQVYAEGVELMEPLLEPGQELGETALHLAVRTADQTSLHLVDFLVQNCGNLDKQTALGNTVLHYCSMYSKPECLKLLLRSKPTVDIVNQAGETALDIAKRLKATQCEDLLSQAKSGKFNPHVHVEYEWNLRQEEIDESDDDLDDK
DDE Tn6 FP inh = inhibitors of Tn6 peptide binding to human fibrin DD(E). P02675. Fibrin DD(E) TRITC-Tn6 fluorescence polarization displacement. inhibition, % at 8.3 µM. 370,000 tested, 0.21% active. AID 720509;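 active = inhibition above a per-campaign cutoff: mean of compounds within control limits plus 3 SD, cut at about 15% in these data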;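 note: 0% = median of all compound wells on the plate and 100% = blocking peptide control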
ADAM10 inh = inhibitors of human ADAM10. O14672. inhibition, % at 7 µM. 370,000 tested, 0.62% active. recombinant ADAM10, EDANS/DABCYL FRET peptide cleavage, 3 h;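 active = inhibition above a per-campaign cutoff equal to the mean of compounds falling between control-based bounds plus 3 SD, cut at about 20% in these data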;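 note: 0% = DMSO wells while the 100% control is not disclosed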
PLCg1 inh = inhibitors of human phospholipase C gamma1; AID 720700; inhibition, % at 12.2 µM; P19174; 370,000 tested, 0.84% active; purified PLC-gamma1, fluorogenic substrate, fluorescence; in the data active = inhibition above about 9.5%
proKLK7 act = activates the human kallikrein-7 zymogen. P49862. purified proKLK7, EDANS-DABCYL substrate fluorescence; 100% is mature enzyme control, 0% vehicle. activation, % at 7 µM. 370,000 tested, 0.9% active. AID 652039;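 active = activation above the mean of all tested compounds plus 3 SD, computed per campaign excluding outliers beyond control limits, cut at about 13% in these data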
ADAM17 inh = inhibitors of human ADAM17; AID 720648; recombinant ADAM17, EDANS/DABCYL FRET peptide cleavage; P78536; 370,000 tested, 0.83% active; inhibition, % at 6.95 µM;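 active = inhibition above the mean of compounds lying between control limits plus 3 SD, set per campaign, cut at about 8.5% in these data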;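 note: 0% = DMSO-only wells as the low control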
Tn7 DDE FP = disrupts Tn7 cyclic peptide binding to fibrin D-Dimer-E complex; FP displacement of FITC-Tn7 peptide from fibrin DD(E); 0% = median of compound wells per plate; inhibition, % at 8.3 µM; 370,000 tested, 0.13% active; AID 720508;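 active = inhibition above the mean of compounds falling within the control limits plus 3 SD of them, cut at about 14% in these data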;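 note: 0% = plate median of compound wells and 100% = 10 µM Aha-Tn7 peptide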
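assay system = human clot-derived fibrin DD(E) complex | quantity = Fibrin-DD(E) at 2 µM final | timing = 10 min preincubation, 3 h with tracer, room temperature | signal = fluorescence polarization | measure = percent inhibition | benchmarks = high control wells with 10 µM unlabelled Aha-Tn7 peptide (full inhibition) | replicates = singlicate testing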
LEDGF integ inh = blocks HIV-1 LEDGF/p75-dependent DNA integration | 370,000 tested, 0.64% active | AID 743269 | inhibition, % at 3.7 µM | TR-FRET IN-LEDGF/p75 DNA integration, Eu/Cy5;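 active = inhibition above the screen-wide mean plus 3 SD, cut at about 13% in these data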;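 note: signal is the Cy5 over europium emission ratio at 671 and 618 nm; 0% = plate median of compound wells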
Numbers without * were called inactive; / = no result given.

TDP2 absorb	ARFGAP1 inh	ASAP1 inh	DDE Tn6 FP inh	ADAM10 inh	PLCg1 inh	proKLK7 act	ADAM17 inh	Tn7 DDE FP	LEDGF integ inh	mol
6	-2	-2	2	-125	-45	1.6	-45	2	3	NC(=O)c1nsc(C(=O)N(CC(=O)NCc2ccc(F)cc2)Cc2ccco2)c1N
-2	-2	5	4	-6	2	-0.2	0	-10	2	CC(=O)c1ccc(NC(=O)CSc2nc3nc(C)cc(C)n3n2)cc1
-1	9	1	-4	1	-2	0.0	2	0	-2	COc1cc(C(=O)COC(=O)c2cc([N+](=O)[O-])ccc2N2CCOCC2)ccc1OC(F)F
3	-3	-6	4	-8	2	-0.2	-1	-10	2	Cc1ccccc1C(=O)NNC(=O)C(C)N1C(=O)c2ccccc2C1=O (configuration not stated)
10	6	8	-13	6	-3	-0.6	-2	-5	0	Cc1ccc(OCC(=O)NCCc2c[nH]c3ccccc23)cc1
-9	5	-2	0	-13	2	-0.4	-6	1	-3	CCOC(=O)c1cc(NC(=O)NC2CCCCC2)c(C)nc1C
11	-5	-3	8	8	2	0.4	-1	4	1	COC1CCCCC1Nc1cc(C)cc(C)c1 (configuration not stated)
1	-16	6	-4	8	-23	0.3	-3	-7	3	CC(C)CN(c1ccccc1)S(=O)(=O)c1nnc(NC(=O)c2ccco2)s1
0	10	6	-4	3	-38	-23	7	-4	-2	COc1ccc(Br)cc1/C=C/C(=O)Nc1ccc2ccccc2c1
3	10	4	7	-2	1	0.2	-6	3	2	Nc1nonc1-c1nc2ccccc2n1CC(=O)NC1CCCC1
2	-7	8	10	3	1	-0.1	-3	-7	-2	CC(=O)N1CCN(S(=O)(=O)c2c(F)cc(F)c(Cl)c2F)CC1
-1	-1	-11	-6	0	2	-0.3	-3	2	0	COc1ccc(-n2nc3c(c2NC(=O)CCl)CSC3)cc1
-9	0	-6	6	-3	-7	-1.6	-2	0	-4	CC1(Oc2ccccc2-c2ccno2)CCN(Cc2ccc(-c3ccccc3)o2)C1 (configuration not stated)
5	4	4	-2	-23	4	0.3	-2	-1	-3	O=C(O)c1c[nH]n2c(=S)ncnc12
0	-1	-11	-2	4	1	0.1	4	1	0	Cc1ccc(/C=C2/SC(=S)N(CCCC(=O)Nc3ccc(O)cc3)C2=O)cc1
-2	12	10	-1	-2	2	0.1	0	0	4	COc1ccc(C)cc1S(=O)(=O)N1CCC(C(=O)N2CCN(C)CC2)CC1
12	1	-5	10	1	-3	1.4	-2	7	-3	COc1ccc(NC(=O)/C(=C/c2ccc(OC(C)=O)c(OC)c2)NC(C)=O)cc1
6	1	-6	5	-1	1	-0.3	-5	-1	3	O=C(c1ccc(NS(=O)(=O)c2cccc([N+](=O)[O-])c2)cc1)N1CCCCCC1
-8	0	11	-5	-2	1	0.5	-4	-12	-4	CCn1ncc(C2=NOC(C(=O)NCc3ccc(OC)cc3)C2)c1C (configuration not stated)
-8	8	2	0	8	1	-0.2	0	-4	0	Cc1ccc(-n2c(SCc3nc4ccccc4c(=O)[nH]3)nnc2-c2ccccc2O)cc1
-4	1	6	1	7	2	-0.1	6	-3	8	CC(C)[C@@H]1CC[C@@H](C)c2c(-c3ccccc3)n[nH]c21
2	-1	18	-8	6	-6	-2.7	-1	9	-3	COc1ccc(-c2nnn(CC(=O)c3c[nH]c4ccccc34)n2)cc1OC
-6	-3	-7	-3	-1	5	0.2	-2	5	3	CC(C)(C)[C@H]1C=C(C(=O)N2CCN(Cc3ccc4c(c3)OCO4)CC2)O[C@@H](OCCCCO)C1
9	/	/	0	-2	-4	0.2	-2	0	2	CSCCCNC(=O)C1CCN(S(=O)(=O)c2ccc3[nH]c(=O)oc3c2)CC1
-1	5	19	-3	-5	-2	-0.2	-4	-5	-4	CC(C)N(C(=O)Cc1ccccc1[N+](=O)[O-])C(C)C
-1	19	8	5	10	3	0.2	5	-6	-5	O=C(/C=C/c1ccc(Cl)c([N+](=O)[O-])c1)c1ccc(O)cc1
-2	1	4	5	5	-1	0.3	-2	3	-1	O=C1C2CC=CCC2C(=O)N1c1n[nH]c(CCc2ccccc2)n1 (configuration not stated)
-8	10	-1	-2	0	-1	-0.2	-1	-8	1	Clc1ccc(OCCCc2nc(-c3ccncc3)no2)c(Cl)c1
-8	-3	-1	-7	5	-1	-0.6	1	0	-3	CC(C)Oc1ccccc1C1CC(=O)Nc2cc3c(cc21)OCCO3 (configuration not stated)
-6	17	-11	-3	-10	3	-0.6	-5	4	-2	Cc1cccc(C)c1NC(=O)N1C2CCCC1CC(NC(=O)C(C)(C)C)C2 (configuration not stated)
2	0	-9	-1	-4	-1	0.4	-1	-6	1	CCOc1ccc(C(=O)COC(=O)C2COc3ccccc3O2)cc1 (configuration not stated)
6	-4	7	2	-1	1	0.4	-5	-1	0	Cc1cccc(C(=O)NNC(=O)c2ccc(O)cc2)c1
14	9	0	-3	7	-3	-0.5	-2	6	-1	O=C(CN1N=C(C(F)(F)F)CC1(O)c1ccc([N+](=O)[O-])cc1)c1ccccc1 (configuration not stated)
-9	6	-14	7	1	-5	0.6	0	-2	0	CC(=O)N1CCc2cc(S(=O)(=O)NCC(=O)NCc3ccccc3Cl)ccc21
11	-3	-12	-7	3	1	0.0	-2	3	-2	Cc1ccc(NC(=O)COC(=O)CSCC(=O)Nc2cc(C)on2)c(C)c1
12	-2	10	-4	0	2	0.2	-4	-5	0	OCCN1CCN(C(=S)Nc2ccccc2)CC1
1	3	-1	0	7	-1	0.1	2	7	4	CC(=O)c1ccc(NS(=O)(=O)Cc2ccc(Cl)cc2)cc1
-1	8	-12	-6	-357	-237	-13	-105	0	0	CCCCn1nc2cc(C(=O)NCc3ccc(OC(F)(F)F)cc3)ccc2c1OC
4	-15	1	-6	-11	-1	-0.1	-5	8	0	CN(CCO)c1ccc2c(c1)OC[C@H](Cc1ccccc1)NS2(=O)=O
13	2	8	2	-4	-4	-0.1	-4	9	1	Cc1noc(C)c1C(=O)OCC(=O)c1ccc[nH]1
1	0	-7	1	1	1	-0.1	1	-5	2	COCCCNc1nnc(Cc2ccc(Cl)cc2)c(=O)[nH]1
12	8	0	1	-2	4	0.9	0	-2	-1	O=C1C/C(=C/NCc2ccccc2)C(=O)N1
-8	11	17	-7	-7	-2	-0.1	-4	-3	-10	CCOC(=O)NC(=O)C(=CNc1ccc(C)cc1)C(=O)NC(=O)OCC
-6	1	1	7	-192	-52	8.0	-61	-4	1	CNC(=S)NNC(=O)c1sc2cc(C(F)(F)F)cnc2c1-c1ccccn1
6	-3	-5	-4	-3	-7	-0.2	-6	-1	0	COc1ccc(-c2c(-c3cc(OC)cc(OC)c3)n(C)c3ccc(-c4cnc(OC)nc4)cc23)cc1
5	-4	-9	-2	-49	-22	0.2	-20	0	2	O=C(COC(=O)c1ccc2c(=O)n3c(nc2c1)CCC3)NC1CCS(=O)(=O)C1 (configuration not stated)
4	-13	1	0	5	4	0.5	-1	2	2	COc1cc(C(C)=O)ccc1OCC(O)CN1CCN(c2ccc(C)cc2C)CC1 (configuration not stated)
-22	-1	16	2	14	6	-0.2	7	-9	-1	Cc1ccc(C(=O)CSc2nnc(COc3cccc(C)c3)o2)cc1
7	-2	-4	-3	1	1	0.4	3	-4	-4	COc1cc(CN2C(=O)C(Cc3ccccc3)ON=C2c2ncccc2C)cc(OC)c1 (configuration not stated)
-2	2	2	8	3	5	0.9	1	11	3	O=C(CCCCn1c(=O)[nH]c2ccccc2c1=O)NCCC1=CCCCC1
11	5	-12	-3	-4	-3	0.8	-4	5	-1	Cc1ccccc1NC(=O)Cc1nnc(N)s1
-3	10	4	5	7	8	0.1	0	3	2	CS(=O)(=O)N(CC(N)=O)c1ccc(F)c(Cl)c1
5	-6	-2	2	-1	2	0.0	-1	8	-1	COc1ccc(S(=O)(=O)N2CCN(Cc3ccccc3)CC2)c(C)c1
-8	5	1	1	-2	-1	-0.5	-2	-6	-3	O=C(CN1C(=O)CCSc2ccc(S(=O)(=O)N3CCCC3)cc21)Nc1ccccc1Cl
-23	4	1	-8	10	4	-0.1	3	-6	5	CSCCC(NS(=O)(=O)c1ccc2c(c1)oc(=O)n2C)C(=O)NC1CCN(Cc2ccccc2)CC1 (configuration not stated)
3	8	-1	-2	-6	0	-0.6	-1	-6	3	Cc1cnc(C(=O)OCC(=O)NC2CCCCCCC2)cn1
